# HCMV antiviral = qHTS Assay for inhibitors of the human cytomegalovirus (HCMV); HFF cells, HCMV-luciferase reporter, 72 h; stronger effect = lower value; activity change, negative = inhibition, % at 57.5 µM; hit rate 4.5% among 410,000; in the data active = activity change below about -60%; inconclusive = no clear call, values can overlap the other calls; inactive = above about -39%
#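 HFF cells seeded 16 h at 37C, treated with compounds, infected with luciferase-reporter HCMV at MOI 1 PFU/cell; luciferase read at 72 h post infection, normalized to buffer-only and Salinomycin controls.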
# AmpC no deterg = qHTS Inhibitors of AmpC Beta-Lactamase (assay without detergent) | P00811 | AID 485341, 2010 | AmpC nitrocefin hydrolysis, absorbance 480 nm, 0.0001% Triton | Potency, µM (titrated, usually from 57.1 µM), for inactives: at the highest dose activity change, negative = inhibition, most hits filed as inhibitors | hit rate 0.52% among 330,000;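 also: potency is read from the fitted curve at half-maximal effect; plate controls were no compound for no effect and no enzyme for full effect; nearly all actives have a fitted effect of over 20% in size; some results filed as inactive show a strong effect at the top dose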
# Target sequence (P00811 whole entry, looked up): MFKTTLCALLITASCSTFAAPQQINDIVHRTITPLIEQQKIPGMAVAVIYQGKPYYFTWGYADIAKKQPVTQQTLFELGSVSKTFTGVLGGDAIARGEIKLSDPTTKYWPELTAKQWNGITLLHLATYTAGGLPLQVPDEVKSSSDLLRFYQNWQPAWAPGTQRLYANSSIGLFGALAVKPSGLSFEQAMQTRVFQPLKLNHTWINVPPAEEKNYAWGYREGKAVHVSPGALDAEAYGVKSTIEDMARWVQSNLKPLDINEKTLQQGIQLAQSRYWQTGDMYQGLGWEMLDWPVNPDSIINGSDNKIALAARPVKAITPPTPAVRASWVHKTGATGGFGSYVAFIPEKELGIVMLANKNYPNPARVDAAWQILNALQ
#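 20 mM phosphate pH 7.0 + 0.01% (detergent screen) or 0.0001% Triton X-100; 5.3 nM AmpC reagent; cpd preinc 15 min RT; nitrocefin (800 uM stock) to start; A480 q20 s × 4 min; Activity was normalised to no-enzyme and no-compound control wells.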
# Sm TGR inh = qHTS Assay for the Inhibitors of Schistosoma Mansoni Peroxiredoxins; hit rate 3% among 360,000; Potency, µM (series often up to 114 µM), for inactives: at the top dose activity change, negative = inhibition, actives largely listed as inhibitors; purified TGR, DTNB reduction, TNB absorbance 405 nm; Schistosoma mansoni thioredoxin glutathione reductase (TGR), Q962Y6; AID 485364, 2010; also: potency is read from the fitted curve at half-maximal effect; nearly all actives have a fitted effect of over 60% in size
#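 TGR 20 nM + NADPH 100 uM (dispensed conc.), cpd preinc 15 min RT; start with NADPH (500 uM addition) then DTNB (15 mM addition). Kinetic TNB absorbance, 405 nm filter. Four-parameter Hill fit across titration.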
# Giardia FBPA inh = qHTS Assay for Inhibitors of Fructose-1,6-bisphosphate Aldolase from Giardia Lamblia | A8B2U2 | purified Giardia FBPA | Potency, µM (series often up to 59.6 µM), for the others: at the top dose activity, negative = inhibition, actives largely listed as inhibitors | hit rate 0.71% among 290,000 | AID 2451, 2010; also: potency is read from the fitted curve at half-maximal effect; nearly all actives have a fitted effect of over 55% in size
# Target sequence (A8B2U2 whole entry, looked up): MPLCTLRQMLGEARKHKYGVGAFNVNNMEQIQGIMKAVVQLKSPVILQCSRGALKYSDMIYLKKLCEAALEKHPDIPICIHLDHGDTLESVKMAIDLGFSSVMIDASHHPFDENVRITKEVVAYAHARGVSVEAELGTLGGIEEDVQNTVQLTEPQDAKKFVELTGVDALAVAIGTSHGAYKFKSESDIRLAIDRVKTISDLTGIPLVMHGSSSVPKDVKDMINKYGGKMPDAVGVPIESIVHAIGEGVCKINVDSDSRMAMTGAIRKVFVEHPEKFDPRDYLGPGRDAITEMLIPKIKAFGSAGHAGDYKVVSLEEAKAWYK
#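 40 nM FBPA preincubated 10 min at RT with compound (up to 57.5 uM final), then substrate plus GAPDH/TPI/NAD/arsenate coupling and diaphorase/resazurin added. Fluorescence read after 20 min at RT, 525/598 nm.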
# HCV inhibitor = qHTS Assay for Inhibitors of Hepatitis C Virus (HCV); Huh7.5.1 HCVcc-Cre infection, luciferase reporter, 44 h; Potency, µM (titrated, usually from 41.8 µM), without a hit: at the top dose activity change, negative = inhibition, usual class: inhibitors; hit rate 3.4% among 340,000; AID 651820, 2012; also: potency is read from the fitted curve at half-maximal effect
#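 HCVcc-Cre virus at an moi near 0.5 was added right after compound to cells cultured 4 h from seeding (1,000 cells/well). Luciferase activity was determined 44 h later, 15 min after substrate addition at RT.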
# AmpC inh detg = qHTS Inhibitors of AmpC Beta-Lactamase (assay with detergent). P00811. AmpC hydrolysis of nitrocefin, absorbance 480 nm, 0.01% Triton. Potency, µM (top dose mostly 114 µM), without a hit: at the top dose activity change, negative = inhibition, most hits filed as inhibitors. hit rate 0.041% among 370,000;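 also: potency is read from the fitted curve at half-maximal effect; 0% = no-compound wells and -100% = no-enzyme wells; nearly all actives have a fitted effect of over 25% in size; some results filed as inactive show a strong effect at the top dose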
#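 AmpC (5.3 nM in the dispensed reagent) in 20 mM phosphate pH 7.0 with 0.01% (detergent screen) or 0.0001% Triton X-100 was preincubated with compounds for 15 min at room temperature. Nitrocefin was then added from an 800 uM solution, and hydrolysis was followed at 480 nm.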
# * = called active by the depositor; ? = inconclusive; . = not tested or not shown; [ ] = dose if it differs, or a comment. Unless noted, calls follow the shape of the dose curve; as a rule, active = well fitted curve in the direction sought with a large enough effect; inconclusive = small, poorly fitted or top-dose-only effect, or another doubt; inactive = no such curve, though single readings can be large; an effect the other way counts as inactive or inconclusive. Unless noted, % is scaled to controls: 0 for no effect and ±100 for the full control effect.
no.	structure	HCMV antiviral	AmpC no deterg	Sm TGR inh
1	CCC1CCc2c([nH]c3ccccc3c2=O)O1 (configuration not stated)	68	-8%	-4%
2	Cc1oc2ccc(O)c(CN(C)C)c2c1C(=O)c1ccccc1	10	-23%	-1%
3	COc1ccc(-n2c3c(cc(-c4nc(-c5ccc(C)cc5)cs4)c2=O)C(=O)CC(C)(C)C3)cc1	-11	.	6%
4	CCCCN(CC)Cc1ccc(CNC(=S)Nc2c(C)cc(C)cc2C)o1	-30	16%	?
5	Cc1ccccc1OCC(=O)Nc1ccc(S(=O)(=O)Nc2ncccn2)cc1	28	.	-8%
6	CCN(CC)CCNc1ccnc2cc(Cl)ccc12	0	-14%	-1%
7	CCN(C(=O)c1ccc(Cl)cc1[N+](=O)[O-])c1ccccc1C	5	3%	-2%
8	Cc1ccccc1CC(=O)Nc1cccnc1	16	0%	5%
9	CCOc1ccc(NCc2nnc(SCC(=O)Nc3cc(C)on3)n2-c2ccc(OC)cc2)cc1	.	-3%	-11%
10	O=C(CN1C(=O)COc2ccc(Cl)cc21)N1CCCCC1	?	-5%	6%

no.	Giardia FBPA inh	HCV inhibitor	AmpC inh detg
1	-4%	0%	5%
2	12%	29%	-3%
3	.	.	19%
4	13µM*	-12%	-7%
5	.	.	-5%
6	6%	5.6µM*	2%
7	-6%	-8%	5%
8	-4%	11%	1%
9	-24%	-13%	-12%
10	6%	19%	-13%

# (continued)
no.	structure	HCMV antiviral	AmpC no deterg	Sm TGR inh
11	O=C(OCC1CCNCC1)c1ccc2c(c1)OCO2	15	-15%	-15%
12	CCN(c1ccccc1)S(=O)(=O)c1ccc2c(c1)C(C)(C)C(=O)N2C	.	44%	0%
13	CCCC(=O)Nc1ccc(Cl)c(NC(=S)NC(=O)c2ccco2)c1	-34	-21%	-11%
14	COc1ccc(CC(=O)Nc2cccc(-c3csc(C)n3)c2)cc1	-14	-19%	-28%
15	O=C(Cn1cnc(Cl)c1Cl)c1ccc(F)cc1	41	-16%	4%
16	CC1=Nn2c(nnc2-c2ccco2)SC1	-8	-4%	4%
17	CC(=O)OC[C@H]1COc2ccc3ccccc3c2[C@H]1N(C)C(C)=O	.	57%	7%
18	COc1ccc2c(c1)C(C)=CC(C)(C)N2S(=O)(=O)c1ccc(NC(C)=O)cc1	-90*	13%	12%
19	COc1ccc(NC(=O)CCCNC(=O)Cn2cnc3sc(C)c(C)c3c2=O)cc1OC	-14	-2%	2%
20	O=C(O)[C@@H]1CCCN1S(=O)(=O)c1cccc2cccnc12	-6	-16%	-8%

no.	Giardia FBPA inh	HCV inhibitor	AmpC inh detg
11	-7%	-4%	?
12	17%	-9%	-12%
13	?	?	-6%
14	-2%	?	?
15	7%	-4%	-8%
16	-24%	6%	1%
17	0%	14%	?
18	2%	6%	-10%
19	7%	-9%	0%
20	.	?	-13%

# Part of the list above, limited to HCV inhibitor:
no.	Structure	HCV inhibitor
15	O=C(Cn1cnc(Cl)c1Cl)c1ccc(F)cc1	-4%
16	CC1=Nn2c(nnc2-c2ccco2)SC1	6%
17	CC(=O)OC[C@H]1COc2ccc3ccccc3c2[C@H]1N(C)C(C)=O	14%

# Next section.
no.	structure	HCMV antiviral	AmpC no deterg	Sm TGR inh
21	COc1ccccc1C(=O)NC(CCSC)C(=O)NNC(=O)c1ccccc1O (configuration not stated)	-8	-40%	-1%
22	C=C1CC2C(CCC3(C)C2CCC3(O)C(C)=O)C2(C)CCC(=O)C=C12 (configuration not stated)	-79*	5%	-17%
23	Cc1cccc(NC(=S)NC2CCCC2)n1	-32	-7%[2.29 µM]	?
24	Cn1c(=O)c2c(SCC(=O)NCCc3ccccc3)nc(C3CC3)nc2n(C)c1=O	.	0%	-6%
25	CCC(=O)N1c2ccccc2CC1C(=O)NCCN1CCN(c2cccc(C)c2C)CC1 (configuration not stated)	-3	.	-6%
26	COCCn1c(SCC(=O)Nc2ccc(Cl)cn2)nc2ccccc21	-3	-11%	-1%
27	CCOC(=O)C1=C(C)N=C2SCCC(=O)N2C1c1sccc1C (configuration not stated)	-13	32%	-2%
28	CC(=O)Nc1ccc2c(c1)C(=O)c1ccccc1C2=O	34	-22%	4%
29	CCN(CC)CC(C)CNC(=O)CC(C(=O)N1CCc2ccccc21)n1ccnc1 (configuration not stated)	26	-16%	-17%
30	COc1cccc(OCC(=O)Nc2ccccc2C(N)=O)c1	79	-12%	-3%

no.	Giardia FBPA inh	HCV inhibitor	AmpC inh detg
21	.	?	-4%
22	1%	-12%	-13%
23	-9%	?	1%
24	5%	5%	-2%
25	.	.	-8%
26	0%	?	-15%
27	-1%	?	0%
28	-4%	10µM*	-11%
29	4%	1%	-2%
30	1%	6%	2%

# Given screen by screen: entries from further up
[24] Cn1c(=O)c2c(SCC(=O)NCCc3ccccc3)nc(C3CC3)nc2n(C)c1=O
[25] CCC(=O)N1c2ccccc2CC1C(=O)NCCN1CCN(c2cccc(C)c2C)CC1 (configuration not stated)

Compound	24	25
HCMV antiviral	.	-3
AmpC no deterg	0%	.
Sm TGR inh	-6%	-6%
Giardia FBPA inh	5%	.
HCV inhibitor	5%	.
AmpC inh detg	-2%	-8%

# Another view of 2 compounds above.
# Below each compound – HCMV antiviral	AmpC no deterg	Sm TGR inh	Giardia FBPA inh	HCV inhibitor	AmpC inh detg
(22) C=C1CC2C(CCC3(C)C2CCC3(O)C(C)=O)C2(C)CCC(=O)C=C12 (configuration not stated)
    -79*	5%	-17%	1%	-12%	-13%
(23) Cc1cccc(NC(=S)NC2CCCC2)n1
    -32	-7%[2.29 µM]	?	-9%	?	1%

# (continued)
no.	structure	HCMV antiviral	AmpC no deterg	Sm TGR inh
31	O=C(OCc1cccc2ccccc12)c1ccc2c(=O)[nH]c(CN3CCOCC3)nc2c1	-25	15%	-3%
32	CCc1ccccc1NC(=O)CN1C(=O)C2CCCN2c2ccc(S(=O)(=O)N(CC)CC)cc21 (configuration not stated)	11	.	-21%
33	Cc1ccccc1Nc1nc(N)nc(COC(=O)c2cccc(S(=O)(=O)NCc3ccccc3)c2)n1	-1	-7%	-9%
34	Cc1ccc(NC(=O)N2Cc3ccccc3CC2C(=O)NC(C)(C)C)cc1 (configuration not stated)	?	-9%	1%
35	CCCc1cc(=O)[nH]c(SCC(=O)c2c(N)n(C)c(=O)n(C)c2=O)n1	22	-16%	6%
36	Nc1ccc(C(=O)OCc2ccncc2)cc1[N+](=O)[O-]	37	-12%[11.4 µM]	-14%
37	COc1ccccc1C(NC(C)=O)c1cc(Cl)c2cccnc2c1O (configuration not stated)	-96*	-15%	2%
38	CC(C)CN1C2CCCC1CC(NC(=S)NCc1ccco1)C2 (configuration not stated)	-35	-22%	-12%
39	Cc1ccc2nc(SCC(=O)N/N=C/c3ccc(C(=O)O)cc3)cc(C)c2c1	19	-28%	-1%
40	Cc1cccc(N2CCCn3c2nc2c3c(=O)n(CCN3CCOCC3)c(=O)n2C)c1	-22	-29%	?

no.	Giardia FBPA inh	HCV inhibitor	AmpC inh detg
31	3%	7%	-7%
32	.	.	5%
33	-3%	-21%	?
34	2%	?	1%
35	-9%	20%	-13%
36	5%	9%	?
37	11%	?	-1%
38	1%	1%	3%
39	16%	12%	-17%
40	0%	?	?

# Other compounds.
no.	structure	HCMV antiviral	AmpC no deterg	Sm TGR inh
41	CCOc1ccccc1OC(=O)c1ccco1	9	.	1%
42	CC(C)(C)S(=O)(=O)/C(C#N)=N/Nc1ccc(C#N)cc1	-31	-15%	-16%
43	COCC(=O)N1CCCC(C(=O)c2ccc(-c3ccccc3)cc2)C1 (configuration not stated)	27	125%[activator]	28µM*
44	CCc1ccc(N2CC(C(=O)N3CCCC3)CC2=O)cc1 (configuration not stated)	12	-16%	0%
45	Cc1ccc(S(=O)(=O)N2CCC[C@H]2C(=O)NCc2ccccc2Cl)cc1	-29	-7%	.
46	Cc1ccc(Cl)cc1N1CCN(C(=O)COc2ccc(S(=O)(=O)NC(C)C)cc2)CC1	-89*	31%	0%
47	CCN(CC)S(=O)(=O)c1ccc(C(=O)N2CCN=C2SC)cc1	-5	-16%	4%
48	CCN(c1ccccc1)S(=O)(=O)c1ccc(N)c(OC)c1	12	-11%	0%
49	CNC(=O)NC(=O)COC(=O)CCCOc1ccc(OC)cc1	39	-10%	9%
50	COc1cc(S(=O)(=O)N(C)C2CCCCC2)c(C)cc1C	?	1%	.

no.	Giardia FBPA inh	HCV inhibitor	AmpC inh detg
41	10%	22%	-2%
42	2%	2%	4%
43	6%	-10%	?
44	6%	2%	-7%
45	.	7%	.
46	0%	10µM*	-10%
47	6%	-21%	-7%
48	6%	?	1%
49	4%	19%	-7%
50	10%	1%	3%

# Continued:
no.	structure	HCMV antiviral	AmpC no deterg	Sm TGR inh
51	COc1ccc(CN(C)C(=O)C2CCN(C(=O)Nc3ccccc3)CC2)cc1OC	13	-7%	-13%
52	Cc1ccc(Cl)cc1N1CCN(C(=O)c2cc(S(=O)(=O)N3CCC(C)CC3)cn2C)CC1	-13	.	5%
53	COc1ccc(N2C(=O)CC(Sc3nc(C)c4c(n3)CCCC4)C2=O)cc1 (configuration not stated)	-7	6%	0%
54	Cc1cc(NC(=O)COC(=O)C2CC(=O)N(c3ccc(Cl)cc3)C2)no1 (configuration not stated)	49	-13%	7%
55	N/C(=N\OC(=O)c1cc(-c2ccccc2)nc2ccccc12)c1ccc(Cl)cc1	-27	-16%	-13%
56	O=C(CSc1nnc(NC(=O)C2CC2)s1)NCc1ccco1	35	-4%	-9%
57	O=C(COC(=O)Cc1ccccc1)Nc1ncc(Cl)cc1Cl	?	-14%	-26%
58	COc1cc(C(=O)N2CCN(C(=O)C(Cc3cc(C)ccc3C)NC(C)=O)CC2)cc(OC)c1OC (configuration not stated)	24	100%[activator]	0%
59	O=C(Cn1nc(-c2cccc(Cl)c2)ccc1=O)Nc1ccc(C(=O)NC2CC2)cc1	-36	14%	-5%
60	CCOc1ccc(S(=O)(=O)N2CCN(Cc3ccc4c(c3)OCO4)CC2)cc1Cl	11	-5%	5%
61	O=C(Oc1ccccc1Cl)c1ccc(-n2cncn2)nc1	7	-6%	0%
62	COc1cccc2cc(C(=O)NCc3ccccc3)c(=N)oc12	14	5%	0%
63	COc1cccc(CCNC(=O)CC2C(=O)NCCN2CC(C)(C)C)c1 (configuration not stated)	-24	19%	?

no.	Giardia FBPA inh	HCV inhibitor	AmpC inh detg
51	.	-9%	0%
52	.	.	18%
53	2%	?	-16%
54	11%	7%	-1%
55	3%	4%	-2%
56	1%	22%	-13%
57	1%	1%	-6%
58	-1%	6%	-5%
59	0%	26%	3%
60	-6%	1%	-4%
61	4%	-8%	1%
62	-3%	-1%	-1%
63	-25%	4%	-1%

# Screening data: PubChem, National Center for Advancing Translational Sciences (NCATS)
